TbREL1 primary = TbREL1 inhibition, primary screen; AID 1117264; P86926; TbREL1 RNA ligation, FRET fluorescence; inhibition, % at 9.66 µM; 89,000 compounds, 0.49% hits;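 active means inhibition above the mean inhibition across all screened compounds plus 3 SD, cut at about 11% in these data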;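 further: 0% = plate median of test wells and 100% = NSC42067 control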
Target sequence (P86926 whole entry, looked up): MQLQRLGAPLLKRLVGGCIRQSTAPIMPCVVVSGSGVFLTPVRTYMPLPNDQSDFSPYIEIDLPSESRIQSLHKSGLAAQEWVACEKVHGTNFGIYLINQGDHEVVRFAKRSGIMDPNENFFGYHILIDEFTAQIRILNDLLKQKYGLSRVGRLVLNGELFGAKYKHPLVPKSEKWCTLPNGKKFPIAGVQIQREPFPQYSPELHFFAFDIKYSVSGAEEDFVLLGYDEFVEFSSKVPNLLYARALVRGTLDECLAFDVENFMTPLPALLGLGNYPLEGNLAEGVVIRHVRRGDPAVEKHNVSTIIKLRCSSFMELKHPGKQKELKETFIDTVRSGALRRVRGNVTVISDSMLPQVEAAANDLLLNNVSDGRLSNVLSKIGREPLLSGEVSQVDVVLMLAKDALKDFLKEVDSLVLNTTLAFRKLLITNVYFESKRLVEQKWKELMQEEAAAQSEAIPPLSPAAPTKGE
An asterisk follows results filed as active. These rows are one share of the data, so the mix of outcomes need not match the whole.

canonical_smiles | TbREL1 primary
CC(C)CNC(=S)NNC(=O)c1ccccc1OC(F)F | -4
O=C(COC(=O)/C=C/c1cccc(C(F)(F)F)c1)NC(=O)NCc1ccco1 | -1
CC(C)CNc1cccc2c1S(=O)(=O)N(Cc1cn(Cc3ccccc3C(F)(F)F)nn1)Cc1ccccc1O2 | 4
Cc1ccc(N/C=C(/C#N)c2ccsc2)cc1C | 0
O=C(CCCOc1ccccc1)Nc1nccs1 | -1
C=CC[C@@H](CC(=O)N(CCO)Cc1ccccc1)C(=O)N[C@H](COC(=O)[C@@H](CC=C)Cc1ccc(F)cc1)Cc1c[nH]c2ccccc12 | -4
COc1cc(C#Cc2c(C=O)n(C)c3ccccc23)cc(OC)c1 | 1
O=C(Nc1ccccc1)c1ccc2c(c1)OCCCO2 | 1
CC(=O)Nc1ccccc1Nc1cc(C#N)c(C#N)cc1[N+](=O)[O-] | -2
COC(=O)c1cc(/C=C/c2ccccc2)[nH]n1 | 4
CN(C)c1nc2n(c(=S)n1)CCS2 | 5
CCN(CC)C(=O)Cn1cc(C(=O)C(=O)N2CCN(c3ccccc3)CC2)c2ccccc21 | -5
COc1ccc(CCN(C)C(=O)C(CCSC)NC(=O)c2ccco2)cc1OC (configuration not stated) | -3
CC(C(=O)NCC1CCCO1)N(C(=O)c1snc(C(N)=O)c1N)c1ccccc1 (configuration not stated) | 0
Cc1c(C(=O)O)sc(=S)n1-c1ccc(Cl)cc1 | -2
OCCNc1nc2ccccc2n1-c1ccccc1 | -2
COc1ccccc1-c1sc2cc3c(cc2c1C#Cc1ccccn1)OCO3 | 4
O=C(Nc1ccc2nccnc2c1)c1ccco1 | -3
CCOC(=O)c1cnc2ccc(Br)cc2c1NCC(C)O (configuration not stated) | -2
Cc1ccc(-c2nc3ccccn3c2Nc2ccccc2)o1 | 2
O=C(Nc1ccccc1)c1cccc(C(F)(F)F)c1 | 6
CC(C)n1nc(C(=O)OCC(=O)NCCc2ccc(S(N)(=O)=O)cc2)c2ccccc2c1=O | 1
CC1(C(=O)NCc2ccc3c(c2)OCO3)CCN1C(=O)C1(c2ccc(Cl)cc2)CC1 (configuration not stated) | -2
CCOC(=O)CSc1nnc(-c2ccccc2)c(=O)[nH]1 | 2
Cc1ccc(C(=O)Nc2ccc(OCc3ccccc3)cc2)cc1[N+](=O)[O-] | 5

Continuation:
canonical_smiles | TbREL1 primary
CCCN1C2=NCCN2c2ccccc21 | -2
CCCn1c(-c2ccc(OC)cc2)nc2ccccc21 | 0
CCOc1cc(/C=N/NC(=O)c2cc3c(ccc4ccccc43)o2)ccc1O | -5
CC(=O)Nc1ccc(OCc2ccccc2)cc1[N+](=O)[O-] | 0
CCOC(=O)C1(Cc2ccccc2)CCN(Cc2ccc(C)cc2)CC1 | -3
CN(CC1CCCCO1)C(=O)c1cc(COc2ccc(F)cc2Cl)on1 (configuration not stated) | -1
COc1ccc(N2C(=O)NC(NC(=O)c3ccncc3)(C(F)(F)F)C2=O)cc1 (configuration not stated) | 4
Cc1ccc(CC(=O)NC2CCCc3ccccc32)cc1C (configuration not stated) | 1
Cn1c(=O)c2c(nc(SCCCC#N)n2Cc2c(F)cccc2Cl)n(C)c1=O | -2
FC(F)Oc1ccc(C2=Nn3c(nnc3-c3ccccc3Cl)SC2)cc1OCC1CC1 | 3
CCCc1nnc(NC(=O)CCS(=O)(=O)Cc2ccccc2)s1 | 2
COC(=O)c1cccc(NC(N)=S)c1 | -1
Cc1ccccc1CN1CCN(c2ccc(S(=O)(=O)N3CCCC3)cn2)CC1 | -3
COc1ccc(Cn2cc(COC(=O)NCC(C)C)nn2)cc1 | 0
CN1/C(=C\C=Nc2ccccc2)C(C)(C)c2ccccc21 | 2
O=C(CSc1nncs1)NC(=O)Nc1ccc2c(c1)OCCO2 | 0
O=C(N[C@@H](Cc1cccnc1)C(=O)N1CCC[C@H]1C(=O)NCc1ccccc1)c1ccccc1 | 2
CC1=C(C(=O)N(C(C)C)C(C)C)CC(CC(=O)NCc2ccco2)C(=O)N1CCC1=CCCCC1 (configuration not stated) | -5
CCCCN(C(=O)CSc1nnnn1C)c1c(N)n(Cc2ccccc2)c(=O)[nH]c1=O | -2
O=C(NCc1ccccc1)Nc1cccc2ccccc12 | 1
O=C(O)c1nc(-c2ccccc2)n(-c2ccc(Cl)cc2)n1 | 1
COCCNC(=O)NC(=O)CSc1nc(C)c(C)c(C)n1 | 0
NC(=O)c1cnccc1C=Cc1ccccc1 | -1
COc1ccc(-c2cc3nc(-c4ccccc4)cc(N4CCN(C(=O)c5ccccc5)CC4)n3n2)cc1 | 2
Cc1ccc(C(=O)N/C(=C\c2ccc([N+](=O)[O-])cc2)C(=O)NCCc2ccccc2)cc1 | -2

Other structures follow.
canonical_smiles | TbREL1 primary
Cc1cc(C)c2c(=O)[nH]c(SCC(=O)Nc3ccccc3)nc2n1 | 1
COc1ccc(OCC(=O)N/N=c2\oc3c(OC)cccc3cc2C(N)=O)cc1 | 3
O=C(O)CC(NC(=O)Cc1ccc([N+](=O)[O-])cc1)c1ccc2c(c1)OCO2 (configuration not stated) | 2
CCc1ccccc1NC(=O)CCC(=O)c1cccs1 | 0
NS(=O)(=O)c1ccc(-c2ccc(C=O)o2)cc1 | 1
O=C(NCC12CC3CC(CC(C3)C1)C2)c1nn2cccnc2c1Cl | 2
CCCn1c(-c2ccc(OC)cc2)nc2c(=O)n(C)c(=O)[nH]c21 | 1
FC(F)(F)c1cc(Sc2ccccc2)nc(-c2ccccn2)n1 | -2
Cc1ccc(-c2cc(-c3cccc(F)c3)n[nH]2)c(O)c1 | 3
Cc1ccc(-n2nc(C)c(C(=O)O)n2)c(C)c1 | 2
O=C(Nc1ccc(OCC(F)(F)C(F)F)cc1)c1ccncc1 | -1
CCOc1ccc(Cl)cc1CNCCNCC(C)O (configuration not stated) | 0
O=C(Nn1cnnc1)c1ccc([N+](=O)[O-])cc1Cl | 6
Cc1cccc(NC(=O)Nc2ccccn2)c1C | 0
O=C(Nc1ccc2c(c1)OCCO2)c1ccc(S(=O)(=O)N2CCCCC2)cc1 | 0
Cc1nc(NC(=O)c2oc3ccccc3c2C)sc1C(=O)N(C)C | -1
COC(=O)C1=C[C@@H](C(=O)OC)[C@@H]2C3=C(C(=O)[C@]2(C)NC(=O)c2ccccc2)[C@H](C)n2c(=O)n(C)c(=O)n2[C@@H]3C1 | -3
CCCCn1c(=O)cc(C)n(-c2ccccc2)c1=O | 4
Cc1ccsc1/C=C/c1n[nH]c(=O)c(C#N)c1C | -1
COc1ccc(N(C(=O)c2snc(C(N)=O)c2N)C(C(=O)NCC2CCCO2)c2ccc3ncccc3c2)cc1OC (configuration not stated) | 0
Cc1ccc(N2C(=O)NC(NC(=O)c3ccc(Cl)cc3)(C(F)(F)F)C2=O)cc1 (configuration not stated) | 1
CC(NC(=O)C1CCCN1S(=O)(=O)c1cccc2cccnc12)c1ccccc1 (configuration not stated) | 1
C=CCn1c(CCC(O)COCCCCC)n[nH]c1=S (configuration not stated) | -3
O=C(COC(=O)c1n[nH]c2ccccc12)Nc1ccc(Cl)cc1[N+](=O)[O-] | 0
Cc1c(NC(=O)CSCc2ccc(Br)cc2)c(=O)n(-c2ccccc2)n1C | 1

Six structures already listed, arranged by heavy-atom count, highest first.
canonical_smiles | TbREL1 primary
C=CC[C@@H](CC(=O)N(CCO)Cc1ccccc1)C(=O)N[C@H](COC(=O)[C@@H](CC=C)Cc1ccc(F)cc1)Cc1c[nH]c2ccccc12 | -4
CC(NC(=O)C1CCCN1S(=O)(=O)c1cccc2cccnc12)c1ccccc1 (configuration not stated) | 1
COc1ccccc1-c1sc2cc3c(cc2c1C#Cc1ccccn1)OCO3 | 4
CC(=O)Nc1ccc(OCc2ccccc2)cc1[N+](=O)[O-] | 0
CCc1ccccc1NC(=O)CCC(=O)c1cccs1 | 0
Cc1ccsc1/C=C/c1n[nH]c(=O)c(C#N)c1C | -1

Single values from above.
TbREL1 primary, `Cc1nc(NC(=O)c2oc3ccccc3c2C)sc1C(=O)N(C)C` → -1
TbREL1 primary, `C=CCn1c(CCC(O)COCCCCC)n[nH]c1=S` (configuration not stated) → -3

Following part:
canonical_smiles | TbREL1 primary
O=C1NC2(CCCCCC2)N=C1c1ccc(Br)cc1 | -1
CSc1nc2c(c(=O)[nH]1)C(c1ccncc1)C(C(=O)OC(C)C)=C(C)N2 (configuration not stated) | -2
COCC(C)NC(=O)CCSc1nc(-c2ccc(OC)cc2)cc(C(F)(F)F)n1 (configuration not stated) | -2
CC1(C)CN(c2ccc(N3CC(C)(C)C3=O)cc2)C1=O | 3
O=C(c1ccc(NS(=O)(=O)c2ccccc2)cc1)N1CCCC1 | 0
Cc1ccc(Nc2nnc(SC3CCOC3=O)s2)c(C)c1 (configuration not stated) | 2
COC(C[C@@H](O)C[C@H](O)[C@H](C)OCc1ccccc1)OC | 0
COc1ccc(S(=O)(=O)N(CCC#N)Cc2ccco2)cc1OC | 0
O=C(Nc1cccc(NC(=O)C2C3CC4OC(=O)C2C4C3)c1)c1ccccc1 (configuration not stated) | -1
COc1ccc(NS(=O)(=O)c2c(C(=O)N3CCCCCC3)c(C)n(C)c2C)cc1 | -2
O=C(NC1CCCCCC1)c1ccc([N+](=O)[O-])s1 | 0
CC(=O)c1cccc(NC(=O)c2cccc3c(-c4cccnc4)coc23)c1 | 5
N#Cc1cccc(Cn2cc(C(F)(F)F)ccc2=O)c1 | 0
COc1ccccc1OCC(=O)Nc1ccc(S(=O)(=O)Nc2onc(C)c2C)cc1 | -3
Cc1ccc(C(=O)C2CCN(CC(=O)NCCC(C)C)CC2)cc1 | 2
Cc1cccc(N2CCN(C(=O)Cc3ccc(-n4c(=O)[nH]c5ccsc5c4=O)cc3)CC2)c1C | -3
CN(Cc1ccccc1F)C(=O)c1ccc2c(=O)n3c(nc2c1)CCC3 | 1
COc1ccc2cc(-c3cc(C(=O)OCC(=O)NC4CCS(=O)(=O)C4)c4ccccc4n3)ccc2c1 (configuration not stated) | 1
CC(C)(C)c1ccc(-c2nc3[nH]c(=O)cc(NC(=O)c4ccco4)n3n2)cc1 | 1
O=C(NC1CCCCCC1)C1CCCN(S(=O)(=O)c2cnc[nH]2)C1 (configuration not stated) | -4
CC1(C(=O)NS(=O)(=O)c2ccc(C#N)cc2)CCN1C(=O)CC1CCCCC1 (configuration not stated) | -2
CCOc1ccc(NC(=O)c2ccc3c(c2)S(=O)(=O)N=C2CCCCCN23)cc1 | -4
COc1ccc(/C=N/NC(=O)c2cccs2)c2ccccc12 | 10
CCOC(=O)c1[nH]c2ccc(C(=O)OC)cc2c1C(=O)OCC | -2
CCSC1=C(C#N)C(c2ccccc2OC)CC(=O)N1 (configuration not stated) | 3

Other results follow:
mol	TbREL1 primary
C/C(=N\NC(=O)c1c(Cl)cnn1C)c1cccnc1	2
CCOC(=O)c1ccc(CNCc2ccc(Br)cc2)cc1	-3
Cc1ccccc1C(=O)N1CCC(C(=O)O)CC1	3
NS(=O)(=O)c1cccc(NC(=O)CSc2nc3ccc(Cl)cc3[nH]2)c1	2
COc1ccc(Nc2nccc3c2nnn3C)cc1	1
COC(=O)C(NC(C)=O)(Nc1nc2c(C)cc(C)cc2s1)C(F)(F)F (configuration not stated)	-1
Cc1ccc(N2C(=O)C3CCC(C)(C2=O)C3(C)C)cc1 (configuration not stated)	-2
O=C(Cn1[nH]c(=O)c2ccccc2c1=O)Nc1cccc(-c2nnc3n2CCCCC3)c1	2
Cc1ccc(S(=O)(=O)CC(=O)NC2CC2)cc1	-1
N#CC(C#SN)=C1CCCCC1	-4
CCN(c1ccccc1)S(=O)(=O)c1ccc(C(=O)Nc2ncccc2O)cc1	-4
O=C(NCc1cccnc1)c1cccc(C(F)(F)F)c1	1
O=C(/C=C/c1cccs1)NNC(=O)c1cccc([N+](=O)[O-])c1	2
O=C(NC1CCCC1)C(c1ccccn1)N(C(=O)c1csnn1)C1CC1 (configuration not stated)	-2
COc1ccc(NC(=O)COC(=O)COc2cccc(Br)c2)cc1OC	0

Already shown: entries from further up.
mol	TbREL1 primary
O=C(/C=C/c1cccs1)NNC(=O)c1cccc([N+](=O)[O-])c1	2
O=C(NC1CCCC1)C(c1ccccn1)N(C(=O)c1csnn1)C1CC1 (configuration not stated)	-2
COc1ccc(NC(=O)COC(=O)COc2cccc(Br)c2)cc1OC	0

(more compounds)
mol	TbREL1 primary
Fc1cccc(CCN2CCNC[C@@H]2Cc2ccccc2)c1	8
COc1ccccc1N(C)S(=O)(=O)c1ccc(C(=O)NCc2ccccc2CN2CCCC2)cc1	6
Cc1cccc(OCCCC(=O)NC(C)C)c1	-1
Cc1nc(SCC(=O)Nc2c(C)n(C)n(-c3ccccc3)c2=O)c2cnn(-c3ccccc3)c2n1	-4
CC(=O)Nc1cccc(Oc2nc(C)cc(C)c2C#N)c1	1
C[C@@H]1CCN(C2CC2)S(=O)(=O)c2c(cccc2N2CC[C@@H](N(C)C)C2)O1	0
O=C(COC(=O)Cc1ccc(Cl)cc1)Nc1ccccc1F	1
CN1CCN(C(=O)CSc2nc3ccc(NC(=O)c4ccccc4F)cc3s2)CC1	0
COc1ccc([C@H]2OC(=O)C[C@H]2C(=O)N2CCN(c3ccccc3C(F)(F)F)CC2)cc1OC	4
Cn1c(=O)[nH]c(=O)c2c1nc(N1CCCCC1)n2C/C=N/NC(=O)c1cc(Br)ccc1O	-4
COc1ccc(N2CCN(C(=O)Cc3nn(C)c(=O)c4ccccc34)CC2)cc1	1
COC(=O)[C@@]12CCCN1[C@H](c1ccc(-c3ccc(Cl)c(Cl)c3)cc1)[C@H]1C(=O)N(C)C(=O)[C@H]12	0
CCOC(=O)[C@]12CCCC=C1N(Cc1ccc(OC)cc1)C(=O)[C@@H]2CC(=O)NCCCN1CCCC1=O	2
COC(=O)c1cc(OC)c(OC)cc1NC(=O)C1CCC(=O)N1S(=O)(=O)c1ccc(C)cc1 (configuration not stated)	-3
CC(=O)N(C)c1ccc(NC(=O)Cc2cccc3ccccc23)cc1	-3

Following part
mol	TbREL1 primary
N#C/C(=C\c1ccc[nH]1)C(=O)Nc1ccccc1[N+](=O)[O-]	4
C=CCn1c(=N)c(C(=O)NCCCOC)cc2c(=O)n3cc(C)ccc3nc21	1
NC(=O)CSc1nnc(-c2ccco2)n1-c1ccc(F)cc1	0
CCNC(=O)CN(c1ccc(Cl)cc1)S(=O)(=O)c1ccccc1	4

Screens (PubChem)
